RAD52 anneal inh: blocks human RAD52 DNA annealing. P43351. recombinant RAD52 DNA annealing, FRET fluorescence. inhibition, % at 18.7 µM. 360,000 tested, 0.46% active;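 active = every replicate showing at least 50% inhibition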
Target sequence (P43351 whole entry, looked up): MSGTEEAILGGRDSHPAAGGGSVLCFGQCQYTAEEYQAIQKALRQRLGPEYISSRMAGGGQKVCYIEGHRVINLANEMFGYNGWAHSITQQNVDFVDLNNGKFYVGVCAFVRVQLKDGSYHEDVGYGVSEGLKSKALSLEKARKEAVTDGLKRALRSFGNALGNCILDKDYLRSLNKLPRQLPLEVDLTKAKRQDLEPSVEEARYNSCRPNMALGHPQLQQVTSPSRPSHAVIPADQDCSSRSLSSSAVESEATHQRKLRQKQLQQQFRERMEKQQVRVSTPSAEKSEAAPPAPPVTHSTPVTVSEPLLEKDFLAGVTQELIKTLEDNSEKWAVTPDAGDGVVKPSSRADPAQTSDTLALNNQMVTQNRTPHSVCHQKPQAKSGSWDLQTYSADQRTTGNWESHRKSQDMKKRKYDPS
Xi reactivation: reactivates the inactive X chromosome in mouse fibroblasts; activation, % at 7.58 µM; 360,000 tested, 0.055% active; XiGFP mouse fibroblasts, % GFP-positive cells imaging, 3 d; cells co-treated with 5-aza-dC sensitizer; scaled so ellipticine positive control = 100%;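 active = mean normalized replicate activation at least 10% and every replicate at or above 10%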;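 note: 0% = median of on-plate neutral control wells and 100% = ellipticine 6 µM median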
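Material: SV40-immortalized XiGFP fibroblast cells, line 68-5-11 | Buffer or medium: DMEM containing 5-aza-dC | Dosing: One concentration, pinned | Times: 3 d treatment, 15 min room-temperature fixation | Controls: Ellipticine 6 µM positive control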
ERAP1 inh: ERAP1 (human) enzyme inhibition. Q9NZ08. recombinant ERAP1, Leu-AMC fluorescence, 60 min. inhibition, % at 10.7 µM. 340,000 tested, 0.15% active. AID 652197;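 active = mean replicate inhibition of at least 30%, or all replicates individually reaching that 30% level; inactive = mean below 30% and not every replicate reaching it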;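 note: 0% = neutral control wells and 100% = L-leucinethiol positive control wells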
ERp5 inh: ERp5 (human) disulfide isomerase inhibition. inhibition, % at 9.99 µM. ERp5 insulin aggregation, absorbance 650 nm, 90 min. Q15084. AID 651711. 350,000 tested, 0.05% active;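 active = mean replicate inhibition above about 25%, with every replicate also reaching it, limit read from the data, passing the limit was not always enough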
Target sequence (Q15084 whole entry, looked up): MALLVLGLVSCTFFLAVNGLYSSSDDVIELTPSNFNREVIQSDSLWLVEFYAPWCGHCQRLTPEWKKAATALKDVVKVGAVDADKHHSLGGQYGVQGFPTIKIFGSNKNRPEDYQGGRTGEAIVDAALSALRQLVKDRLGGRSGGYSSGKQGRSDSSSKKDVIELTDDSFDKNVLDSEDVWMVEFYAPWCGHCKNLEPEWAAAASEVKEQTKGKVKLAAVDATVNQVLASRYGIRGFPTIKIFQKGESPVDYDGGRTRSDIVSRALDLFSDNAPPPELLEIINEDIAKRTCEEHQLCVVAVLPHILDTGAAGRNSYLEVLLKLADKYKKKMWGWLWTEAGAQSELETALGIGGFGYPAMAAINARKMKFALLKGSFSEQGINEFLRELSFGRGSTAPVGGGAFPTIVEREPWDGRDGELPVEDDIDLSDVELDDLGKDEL
esBAF inh: SWI/SNF esBAF complex inhibition. AID 602393. reporter increase, % at 12.5 µM. mouse ES cells, Bmi1-luciferase knock-in reporter, 24 h; 100% = twice the neutral-well signal. 350,000 tested, 2% active; in the data active = activation above about 40%;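 note: 0% = median of the plate's neutral control wells and 100% = double that signal; a rise in the Bmi1 reporter signal indicates esBAF inhibition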
E-selectin induc: E-selectin induction on HUVECs; HUVEC E-selectin immunofluorescence imaging; normalized: neutral wells 0, TNF-alpha wells 100; activation, % at 7.58 µM; 260,000 tested, 0.37% active; AID 686992;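 active = mean E-selectin-positive cell signal at least 10% of the positive control, reached in at least 60% of replicates, without over 20% cell loss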;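 note: in these data hits start at about 27%; measured in HUVEC primary endothelial cells; signal is the percent of cells scored E-selectin positive by PE staining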
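Test system: HUVEC; input: 3,000 HUVEC/well; measured by: immunofluorescence imaging; read-out: % PE-positive cells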
S100A4 inh HTS: blocks human S100A4 binding to myosin IIA peptide; P26447; S100A4/TAMRA-MyoIIA peptide fluorescence polarization; inhibition, % at 10.7 µM; 360,000 tested, 0.14% active; AID 652163;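 active = mean inhibition of at least 70% across replicates, with every replicate also reaching that level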
Target sequence (P26447 whole entry, looked up): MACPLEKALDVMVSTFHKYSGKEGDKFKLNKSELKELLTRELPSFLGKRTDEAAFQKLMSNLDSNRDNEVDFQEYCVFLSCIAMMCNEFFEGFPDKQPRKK
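Assay system: human S100A4 monomer with TAMRA-labelled myosin IIA peptide / Buffer or medium: Calcium-containing HEPES buffer, pH 7.2 / Reagent: TAMRA-labelled myosin IIA heavy-chain peptide probe, 5 nM / Compound: one dose per compound / Timing: polarization read 5 min after assay mix addition, stable 5–60 min / Benchmarks: neutral control DMSO, positive control TFP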
RAD54 inh: RAD54 (human) branch migration inhibition | 360,000 tested, 0.14% active | RAD54 Holliday junction branch migration, FAM/BHQ fluorescence | inhibition, % at 10.4 µM;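 active = mean normalized replicate activity at least 40 and at least half of replicates scoring 40 or more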;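 note: 0% = median of neutral control wells and 100% = median of positive control wells; inhibitors cause a drop in the FAM fluorescence signal; in these data hits start at about 50%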
* marks the source's active call; other numbers are inactive results; . = not tested or not shown. Rows were taken by chance; overall some 2.5% were active at least once.

SMILES	RAD52 anneal inh	Xi reactivation	ERAP1 inh	ERp5 inh	esBAF inh	E-selectin induc	S100A4 inh HTS	RAD54 inh
C[C@@H]1CN([C@H](C)CO)S(=O)(=O)c2ccc(C#Cc3cccnc3)cc2O[C@@H]1CN(C)C	5	-0.5	5	0	1	-0.1	0	1
Cc1noc(C)c1NC(=O)N(C)C[C@@H]1Oc2ccc(NC(=O)CCC(F)(F)F)cc2CC(=O)N([C@H](C)CO)C[C@@H]1C	17	-0.7	2	3	-6	-0.1	0	-2
COc1ccc(CCNC(=O)C(=O)NCc2ccccn2)cc1	-12	2.5	.	3	-6	6.9	2	4
C[C@@H]1CN([C@@H](C)CO)C(=O)c2cc(NC(=O)C3CCCCC3)ccc2O[C@@H](C)CCCCO[C@@H]1CN(C)C(=O)C1CCCCC1	2	-1.0	1	10	-5	0.2	-18	3
N#C[C@@H]1[C@@H](c2ccccc2-c2ccccc2F)[C@@H](CO)N1C(=O)C1CCC1	4	1.2	3	-1	.	0.0	-4	.
O=C(Nc1cccc(OCC(=O)N2CCOCC2)c1)c1cccc(Cl)c1	-4	0.2	2	6	.	-0.5	-1	-4
CCCCNS(=O)(=O)c1cc2c3c(c1)CCN3C(=O)CC2	-1	0.1	3	-15	-5	15	-5	4
CC(=O)Nc1ccc(OCCOc2ccc([N+](=O)[O-])cc2)cc1	-4	0.0	0	0	-19	-0.1	0	7
CNc1ccc(Oc2nc([N+](=O)[O-])nn2C)cc1	-7	0.1	0	-5	2	-0.1	7	-1
COc1ccccc1CNC(=O)CCC1N=C2c3ccccc3N=C(SCC(=O)NCC3CCCO3)N2C1=O (configuration not stated)	-17	0.0	2	7	3	.	-6	-7
Cc1cnc(NC(=O)c2cccc(S(=O)(=O)N3CCOCC3)c2)s1	-11	0.0	2	-9	11	.	3	0
Cc1c(C(=O)NCC(c2ccco2)N2CCCC2)sc2ccccc12 (configuration not stated)	-1	0.0	4	3	.	0.6	-7	-6
CCOc1ccc(Nc2cc(C)nc3ccc(C)cc23)cc1	10	0.0	3	1	.	-0.1	-2	.
CCOC(=O)c1ccc(N2C(=O)C3CCOc4ccccc4C32)cc1 (configuration not stated)	2	0.0	2	-6	-11	0.4	1	-4
CCOC(=O)C1(Cc2ccccc2C(F)(F)F)CCN(CCCn2cccn2)CC1	-5	0.0	.	1	1	6.8	-3	-4
C[C@H]1CN([C@@H](C)CO)C(=O)c2cc(-c3ccc(C(=O)N(C)C)cc3)cnc2O[C@H]1CN(C)C(=O)c1ccncc1	11	0.0	1	-1	-3	-0.7	0	2
Cc1cc(C)c(NC(=O)Nc2ccccc2)c(C)n1	-6	0.0	-1	4	-3	0.2	0	.
CCOC(=O)/C=C1\CN(C(C)c2ccccc2)S(=O)(=O)c2ccccc21 (configuration not stated)	0	0.0	2	1	0	.	0	2
COc1ccccc1CCn1cnc(Cc2ccccc2)c1C(C)C	-24	0.0	6	-2	.	-0.1	-3	.
CCCc1cc(=O)oc2c3c(cc(OCC(=O)N[C@@H](CSC)C(=O)O)c12)OC(C)(C)CC3	3	0.2	-4	2	2	0.4	-1	-8
CN(C)C(=O)C[C@H]1C[C@@H]2c3cc(NC(=O)NC4CCCCC4)ccc3O[C@@H]2[C@H](CO)O1	-6	0.2	-1	1	-8	0.2	2	8
C[C@H]1CN([C@@H](C)CO)C(=O)c2cccc(NC(=O)Nc3ccccc3)c2O[C@H]1CN(C)C(=O)Nc1ccc2c(c1)OCO2	.	-0.6	.	.	10	0.1	.	0
CC(Nc1ncnc2sccc12)c1ccccc1 (configuration not stated)	-16	0.1	2	2	-16	.	-4	-11
O=C1C(=C(O)c2ccccc2)C(=O)c2ccccc21	-16	.	1	7	9	.	-5	5
CCCNC(=O)N1C[C@@H](O)COC[C@@H]2O[C@H](CC(=O)N[C@H]3CCN(Cc4ccccc4)C3)CC[C@H]21	-1	0.2	1	-1	-2	0.0	-4	-5
COc1ccc(CN(C)C(=O)CCNS(=O)(=O)c2ccccc2)c(OC)c1	-1	0.0	-3	-1	0	0.0	-1	9
Nc1ccc(C2(c3ccc(N)cc3)c3ccccc3C(=O)c3ccccc32)cc1	-26	0.2	.	4	.	0.1	-4	.
C/C(Cl)=C\C[N+](C)(C)CC(=O)OCCc1ccccc1	-8	0.0	-2	0	.	.	-7	1
CN1OC[C@@H]2CN(C(=O)C(C)(C)C)[C@H](c3ccc(-c4cc5ccccc5o4)cc3)C[C@@H]21	-6	0.3	1	3	-7	-0.4	-2	-6
CCNC(=O)C[C@H]1CC[C@@H]2[C@H](COc3ccc(NC(=O)c4ccc(F)cc4)cc3C(=O)N2C)O1	4	0.1	1	0	0	0.1	12	-5
O=S(=O)(c1cccnc1)N1CCCC(Nc2ccc(F)c(F)c2)C1 (configuration not stated)	-7	0.3	1	0	4	.	-5	-1
CCN1C(=O)CSc2ccc(C(=O)NCc3ccccc3)cc21	-14	0.0	-3	2	-3	.	62	0
C/C(=N/NC(=O)c1cccc(Br)c1)C1CC2CCC1C2 (configuration not stated)	-21	0.0	-2	3	0	0.8	3	11
CN(CC(=O)Nc1cccc(F)c1)C(=O)c1ccc(-c2ccc(Cl)cc2)o1	-100	0.3	-1	2	6	.	-3	-7
C[C@@H]1CN([C@@H](C)CO)C(=O)c2cccc(NC(=O)C3CCOCC3)c2O[C@@H]1CN(C)C(=O)Nc1ccc(C(F)(F)F)cc1	-2	-1.1	-2	1	-3	-0.1	3	-3
COc1ccc(NC(=O)c2ccccc2-c2ccccc2)c(C)c1	-14	0.5	3	0	-3	-0.8	10	-3

Continued; it opens with the four that closed the last part.
SMILES	RAD52 anneal inh	Xi reactivation	ERAP1 inh	ERp5 inh	esBAF inh	E-selectin induc	S100A4 inh HTS	RAD54 inh
C/C(=N/NC(=O)c1cccc(Br)c1)C1CC2CCC1C2 (configuration not stated)	-21	0.0	-2	3	0	0.8	3	11
CN(CC(=O)Nc1cccc(F)c1)C(=O)c1ccc(-c2ccc(Cl)cc2)o1	-100	0.3	-1	2	6	.	-3	-7
C[C@@H]1CN([C@@H](C)CO)C(=O)c2cccc(NC(=O)C3CCOCC3)c2O[C@@H]1CN(C)C(=O)Nc1ccc(C(F)(F)F)cc1	-2	-1.1	-2	1	-3	-0.1	3	-3
COc1ccc(NC(=O)c2ccccc2-c2ccccc2)c(C)c1	-14	0.5	3	0	-3	-0.8	10	-3
O=C(NNC(=O)c1cc(-c2ccccc2Cl)nc2ccccc12)c1csc(N2CCOCC2)n1	1	1.3	0	-3	9	.	0	.
CC(C)CC(=O)C1CCCN(C(=O)c2ccc3oc(Cc4ccccc4)nc3c2)C1 (configuration not stated)	-6	0.1	1	3	7	-0.2	-1	5
CC1(CC(=O)Nc2ccccc2)NC(=S)N(c2ccccc2)N1 (configuration not stated)	-15	0.0	2	2	29*	2.7	-3	-1
COc1ccc(NC(=O)Cc2ccc(C)c(C)c2)cc1Cl	0	0.1	-1	-1	3	1.5	-5	-3
C=CCNc1nc(C(=O)OCC(=O)c2ccc(Cl)cc2)cs1	-24	-0.1	-1	2	9	-0.5	-8	-8
COc1ccc(NC(=O)CSc2cn[nH]n2)c(OC)c1	-6	0.0	2	0	-9	-0.1	-4	5
Cc1cc(N2CCN(C(=O)OC(C)(C)C)C[C@@H]2C)ccc1N1CCN(Cc2ccccc2)[C@@H](C)C1	-3	0.3	1	3	.	0.9	-28	.
CCN(CC)C(=S)NC(=O)c1cccnc1	-4	0.0	-3	1	.	.	7	.
Cc1cc(-c2cc(NC(=O)Cc3c(C)[nH]c4ccccc34)ccc2N(C)c2cccnc2)ccc1F	-40	0.4	2	4	.	0.5	19	.
CC1CC(C)(C)NC(=S)N1CC(=O)NCc1ccc(Cl)cc1 (configuration not stated)	-8	-0.1	10	0	.	.	-11	.
CCNC(=O)C[C@@H]1CC[C@H]2[C@@H](COC[C@@H](O)CN2Cc2ccc(Cl)c(Cl)c2)O1	0	0.0	1	-18	8	0.1	9	-4
Cc1ccc(CNC(=O)C2CC(c3ccccc3C(F)(F)F)=NO2)cc1 (configuration not stated)	-4	0.0	-8	-4	9	0.0	-30	-5

7 records picked at random from the list so far:
SMILES	RAD52 anneal inh	Xi reactivation	ERAP1 inh	ERp5 inh	esBAF inh	E-selectin induc	S100A4 inh HTS	RAD54 inh
CC(C)CC(=O)C1CCCN(C(=O)c2ccc3oc(Cc4ccccc4)nc3c2)C1 (configuration not stated)	-6	0.1	1	3	7	-0.2	-1	5
C=CCNc1nc(C(=O)OCC(=O)c2ccc(Cl)cc2)cs1	-24	-0.1	-1	2	9	-0.5	-8	-8
Cc1ccc(CNC(=O)C2CC(c3ccccc3C(F)(F)F)=NO2)cc1 (configuration not stated)	-4	0.0	-8	-4	9	0.0	-30	-5
CCNC(=O)C[C@@H]1CC[C@H]2[C@@H](COC[C@@H](O)CN2Cc2ccc(Cl)c(Cl)c2)O1	0	0.0	1	-18	8	0.1	9	-4
O=C(NNC(=O)c1cc(-c2ccccc2Cl)nc2ccccc12)c1csc(N2CCOCC2)n1	1	1.3	0	-3	9	.	0	.
CCN(CC)C(=S)NC(=O)c1cccnc1	-4	0.0	-3	1	.	.	7	.
Cc1cc(-c2cc(NC(=O)Cc3c(C)[nH]c4ccccc34)ccc2N(C)c2cccnc2)ccc1F	-40	0.4	2	4	.	0.5	19	.

2 of these compounds, set out differently.
| SMILES | RAD52 anneal inh | Xi reactivation | ERAP1 inh | ERp5 inh | esBAF inh | E-selectin induc | S100A4 inh HTS | RAD54 inh |
| --- | --- | --- | --- | --- | --- | --- | --- | --- |
| CCNC(=O)C[C@@H]1CC[C@H]2[C@@H](COC[C@@H](O)CN2Cc2ccc(Cl)c(Cl)c2)O1 | 0 | 0.0 | 1 | -18 | 8 | 0.1 | 9 | -4 |
| Cc1ccc(CNC(=O)C2CC(c3ccccc3C(F)(F)F)=NO2)cc1 (configuration not stated) | -4 | 0.0 | -8 | -4 | 9 | 0.0 | -30 | -5 |

Remaining list, next part.
SMILES	RAD52 anneal inh	Xi reactivation	ERAP1 inh	ERp5 inh	esBAF inh	E-selectin induc	S100A4 inh HTS	RAD54 inh
CN(Cc1ccccc1)C(=O)COC(=O)c1cc2ccccc2oc1=O	-9	0.0	-1	-10	-9	.	3	5
CCCC(=O)Nc1ccc2c(c1)C(=O)N(C)C[C@@H](OC)[C@@H](C)CN[C@@H](C)CO2	-3	0.0	0	6	-5	-0.1	7	4
COc1ccc(C2CC(c3ccc(Cl)cc3Cl)Nc3nc(N)nn32)cc1 (configuration not stated)	-4	0.3	-1	-3	-1	-0.1	0	4
COCC(=O)N1C[C@H](C)[C@H](OC)CN(C)C(=O)c2cc(NC(=O)Nc3cccc(F)c3)ccc2OC[C@H]1C	8	0.5	-2	2	0	-0.1	-6	-1

Source: PubChem BioAssay
